Compound activity: PubChem, National Center for Advancing Translational Sciences (NCATS)
uPA generation: inhibitors of cell surface uPA generation; 0.31% of 330,000 active; Potency, µM (highest dose often 38.3 µM), for the others: top-dose activity change, negative = inhibition, hits mostly inhibitors; AID 540303; cell surface uPA generation assay, qHTS; active = well fitted inhibition curve with a large enough effect; inconclusive = small, poorly fitted or top-dose-only effect; inactive = no such curve, though single readings can be large or run the other way; tested in mouse RAW 264.7 cells; also: potency is read from the fitted curve at half-maximal effect; % is scaled to controls: 0 for no effect and ±100 for the full control effect; nearly all actives have a fitted effect of over 55% in size
a7 integrin act: activators of alpha7 integrin expression for muscular dystrophy | AID 624291 | Potency, µM (highest dose often 38.3 µM), for inactives: at the highest dose activation, actives largely listed as activators | 0.064% of 350,000 active | alpha7betagal myoblasts, beta-gal FDG fluorescence, 48 h;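 also: potency is read from the fitted curve at half-maximal effect; 100% = response of the positive control SU9516; nearly all actives have a fitted effect of over 60% in size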
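alpha7betagal+/- myoblasts (passage 13, 250/well) treated 48 h at 37C with compounds at 1:260 dilution of DMSO stock. Lysed, then beta-galactosidase activity read as FDG fluorescence (ex 480/em 540) after 30 min, with pre-read for autofluorescence.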
p53 reactivation: re-activators of mutant p53; H1299 p53-A138V BP100-luciferase reporter, luminescence, 24 h; Potency, µM (series often up to 92.2 µM), inactives show top-dose activity change, positive = activation, most hits filed as activators; 0.063% of 320,000 active; also: potency is read from the fitted curve at half-maximal effect; % of control where 0% means no effect; nearly all actives have a fitted effect of over 45% in size
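H1299 (p53-null), stable ts p53-A138V + BP100-Luc; 1000 cells/well, Opti-MEM/10% FBS; cpd 4 pt, 1:5; 24 h, 37 deg C, 5% CO2; detection reagent 10 min RT; luminescence.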
S-ASM inh: human S-ASM enzyme inhibition. P17405. placental ASM, HMU-PC fluorogenic substrate, 60 min. Potency, µM (series often up to 57.5 µM), for the others: at the top dose activity change, negative = inhibition, usual class: inhibitors. 0.006% of 340,000 active. AID 504937; also: potency is read from the fitted curve at half-maximal effect
Target sequence (P17405 47-631 limits assumed): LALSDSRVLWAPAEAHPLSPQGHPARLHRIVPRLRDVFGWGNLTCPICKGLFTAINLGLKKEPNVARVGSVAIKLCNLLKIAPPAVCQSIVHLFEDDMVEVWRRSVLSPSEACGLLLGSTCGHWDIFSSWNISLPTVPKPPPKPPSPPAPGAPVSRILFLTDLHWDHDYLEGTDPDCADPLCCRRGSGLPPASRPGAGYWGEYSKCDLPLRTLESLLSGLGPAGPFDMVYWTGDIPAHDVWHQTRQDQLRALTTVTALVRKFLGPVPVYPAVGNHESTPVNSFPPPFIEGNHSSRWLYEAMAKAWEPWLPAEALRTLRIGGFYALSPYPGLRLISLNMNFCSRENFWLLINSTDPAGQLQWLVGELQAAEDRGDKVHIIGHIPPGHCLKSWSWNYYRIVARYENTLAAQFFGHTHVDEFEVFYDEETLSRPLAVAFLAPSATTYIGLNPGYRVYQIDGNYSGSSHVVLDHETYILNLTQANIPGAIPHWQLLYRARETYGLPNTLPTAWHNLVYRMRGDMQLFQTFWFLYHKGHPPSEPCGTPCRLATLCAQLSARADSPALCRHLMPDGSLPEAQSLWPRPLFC
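Fluorescence read-out (Ex 386 nm, Em 447 nm) after stopping the reaction at pH 10. Enzyme: ASM from human placenta; substrate HMU-PC0, 9 uM final; 60 min, 37 °C. Compound preincubation 10 min, ambient temperature.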
TRPV1 ag: activates the human vanilloid receptor TRPV1. Q8NER1. TRPV1-expressing cells, Fluo-8 calcium influx, agonist mode. activation, % at 8.33 µM. 0.19% of 320,000 active. AID 540275; in the data active = activation above about 80%; inconclusive = between about 30% and that limit; also: 0% is about no effect
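TRPV1-expressing cells were cultured overnight at 35.5C and loaded with Fluo-8 calcium dye for 40 to 90 min at room temperature. After a 10 s baseline, compound was added and calcium influx was read kinetically for 3 min (ex 480/em 520 nm).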
BRCA1 expr act: BRCA1 expression activation; MCF7-BRCA1-FFLuc reporter, luminescence, 48 h; response scale: scaled: vehicle 0%, 10 µM genistein 100%; Potency, µM (doses to about 46.1 µM), for inactives: at the top dose activation, most hits filed as activators; 1.1% of 380,000 active; AID 624202; also: potency is read from the fitted curve at half-maximal effect; nearly all actives have a fitted effect of over 80% in size; some results filed as inactive show a strong effect at the top dose
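Compounds are tested at multiple concentrations on MCF7 BRCA1-luciferase reporter cells seeded at 2000 per well; after 48 h, a single luminescence end-point is taken and curves fitted to the normalized data.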
ELG1 genotox: inducers of genotoxicity in HEK293T ELG1-luciferase cells | HEK293T ELG1-luciferase reporter, luminescence, 16 h | Potency, µM (highest dose often 46 µM), inactives show at the highest dose activity change, positive = activation, usual class: activators | 1.3% of 330,000 active | AID 504466; also: potency is read from the fitted curve at half-maximal effect; % of control where 0% means no effect; nearly all actives have a fitted effect of over 60% in size
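Step 1: seed 2,000 HEK293T ELG1-luciferase cells per well. Step 2: add compound or DMSO, incubate 16 hr at 37 °C. Step 3: ONE-Glo, 30 min at room temperature, read luminescence.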
USP2a inh: blocks human ubiquitin-specific protease USP2a; O75604; AID 463254; USP2 core, Ub-CHOP2 coupled fluorogenic reporter, 485/531; Potency, µM (top dose mostly 38.3 µM), for the others: at the top dose activity change, negative = inhibition, most hits filed as inhibitors; 0.01% of 330,000 active;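 also: potency is read from the fitted curve at half-maximal effect; plate controls were DMSO wells for no effect and full inhibition by NEM control for full effect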
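USP2 core (10nM final) preincubated 30min RT with compound in 20mM Tris-HCl pH 8.0, 2mM CaCl2, 2mM beta-mercaptoethanol, 0.05% CHAPS; 25nM Ub-CHOP2 plus 25nM reporter substrate added, fluorescence (Ex485/Em531) read after 60min.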
Eya2 phos inh: inhibitors of human Eya2 phosphatase activity. O00167. recombinant Eya2, OMFP fluorescence dephosphorylation (OMFP is methylfluorescein phosphate). Potency, µM (top dose mostly 76.9 µM), inactives show at the top dose activity, negative = inhibition, usual class: inhibitors. 0.006% of 330,000 active. AID 488837; also: potency is read from the fitted curve at half-maximal effect; % is scaled to controls: 0 for no effect and ±100 for the full control effect
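Eya2 (0.2 uM) preincubated 10 min at ambient with compound, then OMFP substrate added at 50 uM; 10 min reaction in 50 mM HEPES pH 7.5, 50 mM NaCl, 5 uM MgCl2, 0.05% BSA, 1 mM DTT. Fluorescence read at Ex 485/Em 525 nm.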
PTAP TSG101 blk: blocks PTAP/TSG101 interaction to inhibit HIV-1 budding | Q99816 | Fluorescence polarization, FITC-PTAP peptide / Tsg101 binding | Potency, µM (series often up to 115 µM), inactives show at the top dose activity change, negative = inhibition, usual class: inhibitors | 340,000 tested, under 10 active | AID 493005; active = well fitted inhibition curve with a large enough effect in the main read-out, with a control signal flat, not every such curve was filed as active; inconclusive = small, poorly fitted or top-dose-only effect, or effect the other way, or a change in a side signal; inactive = no such curve, though single readings can be large or run the other way; also: potency is read from the fitted curve at half-maximal effect; % of control where 0% means no effect
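FP read-out: FITC-PTAP peptide, 50 nM final, binding Tsg101 binding domain, 10 uM final; 20 min, r.t.; 10 mM HEPES pH 7.5, 0.15 M NaCl, 0.01% Tween 20, 3 mM EDTA, 0.1 mM TCEP.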
B2AR arrestin: recruits beta-arrestin to the human beta2-adrenergic receptor; beta-arrestin recruitment to beta2AR, cell-based reporter; Potency, µM (doses to about 46.1 µM), for the others: top-dose activation, actives largely listed as activators; AID 492947; P07550; 0.02% of 330,000 active;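 also: potency is read from the fitted curve at half-maximal effect; 0% = DMSO controls and full agonism = EC100 isoproterenol or metaproterenol; nearly all actives have a fitted effect of over 65% in size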
Target sequence (P07550 whole entry, looked up): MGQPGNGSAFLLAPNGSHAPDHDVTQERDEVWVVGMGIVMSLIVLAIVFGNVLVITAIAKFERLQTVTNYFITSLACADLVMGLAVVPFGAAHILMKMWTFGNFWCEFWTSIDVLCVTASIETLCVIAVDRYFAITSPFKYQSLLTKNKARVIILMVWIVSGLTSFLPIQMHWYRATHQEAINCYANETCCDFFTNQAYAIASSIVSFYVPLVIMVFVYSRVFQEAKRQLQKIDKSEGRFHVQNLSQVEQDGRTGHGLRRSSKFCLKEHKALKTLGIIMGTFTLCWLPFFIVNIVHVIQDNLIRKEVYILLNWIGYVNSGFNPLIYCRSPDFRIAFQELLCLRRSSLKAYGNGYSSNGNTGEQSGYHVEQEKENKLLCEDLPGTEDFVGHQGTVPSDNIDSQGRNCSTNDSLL
An asterisk follows results filed as active; ? = inconclusive; nt = no result given; [ ] = another dose, or the depositor's remark. Unless noted, calls follow the shape of the dose curve; as a rule, active = well fitted curve in the direction sought with a large enough effect; inconclusive = small, poorly fitted or top-dose-only effect, or another doubt; inactive = no such curve, though single readings can be large; an effect the other way counts as inactive or inconclusive. Hits appear at their usual frequency; overall some 2.6% were active at least once.

SMILES	uPA generation	a7 integrin act	p53 reactivation	S-ASM inh	TRPV1 ag	BRCA1 expr act	ELG1 genotox	USP2a inh	Eya2 phos inh	PTAP TSG101 blk	B2AR arrestin
CC(=O)Nc1ccc(S(=O)(=O)N(CC(=O)NC2CC2)Cc2ccccc2)cc1	11%	0%	-1%	0%	nt	-1%	2%	1%	-22%	-15%	-0.2%
O=C(COc1ccccc1)OCc1csc(Nc2ccccc2)n1	4%	15%	20%	-17%	11	5%	-2%	3%	-2%	1%	-1.0%
COc1ccc(C2OC(=O)CC2C(=O)NCc2ccccc2Cl)cc1OC (stereo unspecified)	-1%	-44%	-6%	0%	-2	6%	9%	2%	5%	1%	0.2%
O=C(c1ccc(F)cc1)N1CCC(C(=O)N2CCN(S(=O)(=O)c3cccc([N+](=O)[O-])c3)CC2)CC1	-3%	-20%	14%	0%	-4	-21%	-10%	1%	-24%	0%	-0.9%
CCc1cccc2sc(N(CCCN3CCOCC3)C(=O)CS(=O)(=O)c3ccccc3)nc12	0%	4%	-3%	-4%	7	-16%	-5%	6%	13%	-1%	0.0%
CCCC(=O)N(C1CC(C)C(C#N)(C#N)C1(C#N)C#N)N(C)C (stereo unspecified)	15%	-81%[inhibitor]	-17%	4%	24	-68%	-25%	4%	2%	7%	-0.7%
COc1ccccc1CNC(=O)CSc1ccc(-c2cccc([N+](=O)[O-])c2)nn1	0%	-11%	9%	-2%	-2	3%	-9%	0%	0%	-1%	0.0%
CCC(C)C(NC(=O)C1CCC(C)CC1)C(=O)Nc1ccc(OC)cc1OC (stereo unspecified)	-1%	15%	2%	3%	8	0%	8%	2%	14%	0%	0.0%
CN(CC(=O)Nc1ccc(F)cc1)C(=O)COC(=O)COc1ccc(C#N)cc1	-10%	18%	-4%	3%	0	-3%	-2%	3%	1%	0%	-1.1%
CCc1nnc(NC(=O)C2CC(=O)N(C3CCCCC3)C2)s1 (stereo unspecified)	-3%	1%	16%	2%	2	10%	6%	0%	3%	0%	-0.8%
COc1ccc(C)cc1NC(=O)CN(C)S(=O)(=O)c1cc(C)ccc1OC	2%	9%	-14%	5%	?	13%	-5%	0%	-4%	-4%	-0.4%
CCN(CC(=O)Nc1cccc(F)c1)CC(=O)Nc1ccccc1OC	-1%	0%	-4%	-2%	17	10%	-2%	1%	6%	-3%	0.1%
COc1ccc(N(CC(=O)Nc2cc(C)on2)S(=O)(=O)c2cc(C)ccc2C)cc1	nt	19%	-4%	-2%	4	-44%	-3%	-1%	-10%	1%	0.3%
CCOc1ccc(NC(=O)CC)cc1	nt	nt	13%	nt	1	nt	2%	13%	6%	nt	-0.1%
C/C(=N/NS(=O)(=O)c1ccc(C)cc1)c1ccc2c(c1)OCO2	-2%	-22%	-6%	-2%	-2	11%	3%	-1%	14%	0%	0.3%
CC(=O)OCc1cc2cc(C)ccc2[nH]c1=O	9%	-1%	3%	3%	-1	1%	0%	-1%	25%	-5%	-0.4%
COc1cc(C(=O)NCC(=O)NC(C)CCc2ccccc2)cc(OC)c1OC (stereo unspecified)	-1%	-15%	12%	0%	-5	16%	-3%	-1%	1%	-5%	-0.7%
C[C@@H](CSc1ccc(Br)cc1)CN1CC[C@H](NC(=O)OCc2ccccc2)CCC1=O	?	-28%	0%	-7%	nt	-32%	-3%	-7%	20%	nt	-0.6%
CC(C)(C)OC(=O)NNC(=O)NC12CC3CC(CC(C3)C1)C2	13%	19%	2%	4%	14	7%	0%	2%	-3%	-3%	-0.3%
FC(F)(F)c1cc(N2CCNCC2)c2ccccc2n1	-2%	3%	7%	3%	-1	-9%	1%	-8%	3%	-1%	0.1%
CNCCCOc1cccc(Oc2ccccc2)c1	-3%	-35%[inhibitor]	0%	-1%	1	-2%	0%	-1%	1%	-3%	-1.1%
CS(=O)(=O)c1ccc2nc(NC(=O)c3cccs3)sc2c1	?	-3%	-9%	-25%	11	-13%	0.92µM*	1%	7%	0%	-0.3%
COCCCNC(=S)N1CCN(c2ccccc2)CC1	-3%	-6%	1%	-1%	2	-20%	-3%	1%	-22%	1%	0.2%
N#Cc1cnn2ccc(-c3ccc4c(c3)CCC4)nc12	0%	28%	-2%	318%[activator]	6	32%	0%	4%	2%	-6%	0.3%
CCOC(=O)N1CCN(C(=O)Cn2ccc3ccccc3c2=O)CC1	4%	-13%	-5%	4%	2	-18%	-1%	0%	11%	-6%	0.0%
SMILES	uPA generation	a7 integrin act	p53 reactivation	S-ASM inh	TRPV1 ag	BRCA1 expr act	ELG1 genotox	USP2a inh	Eya2 phos inh	PTAP TSG101 blk	B2AR arrestin
COc1ccc2[nH]c3c(Cl)ncnc3c2c1	-6%	-10%	13%	34%[activator]	-2	24%	4%	-1%	-7%	-2%	-0.5%
O=C(NCc1ccco1)c1ccc(COc2ccccc2Cl)cc1	3%	-6%	2%	-16%	?	40%	-1%	3%	19%	-1%	-0.1%
COc1cc(SC)ccc1C(=O)N(C)CC(=O)Nc1cccc2ccccc12	1%	16%	1%	0%	-1	16%	-3%	0%	-18%	-1%	0.2%
Cc1ccccc1C(=O)NC(CC(C)C)C(=O)Nc1ccc(F)c([N+](=O)[O-])c1 (stereo unspecified)	3%	?	-14%	2%	23	-8%	-3%	3%	-9%	-2%	-0.9%
COc1ccc(NC(=O)C23CC4CC(C2)CC(n2cnc(Br)n2)(C4)C3)cc1OC	nt	18%[7.66 µM]	3%	1%	4	-13%	-3%	3%	-39%	-8%	-0.1%
Cc1occc1C(=O)N1CCC2(CCCN(Cc3ccc(F)c(F)c3)C2)C1 (stereo unspecified)	5%	14%	-7%	1%	12	-33%	0%	0%	0%	1%	-0.6%
COc1ccc(CCNc2ncccc2C#N)cc1OC	-3%	?	?	3%	-1	4µM*	?	-1%	0%	-8%	0.0%
CCn1cc(CNC(=O)C2CCC(=O)N(Cc3ccccc3F)C2)cn1 (stereo unspecified)	-6%	9%	10%	3%	-2	-7%	1%	1%	5%	-7%	0.0%
Cn1c(-c2ccccc2)cnc1N	0%	-27%	15%	3%	-2	0%	7%	1%	0%	-1%	0.3%
Cc1ccccc1Nc1nc2ccccc2n1C(C)C	-5%	33%	2%	-1%	-1	3%	-3%	11%	-2%	-4%	-0.1%
COC(=O)c1nnn(-c2nonc2N)c1CSCCO	7%	16%	0%	0%	1	1%	-2%	-2%	-14%	0%	-0.6%
CC(C)Cc1nnc(NC(=O)CC(=O)Nc2ccccc2C(=O)O)s1	-10%	9%	6%	4%	0	10%	8%	1%	-13%	-7%	-0.1%
Cn1cccc1CC(=O)N/N=C/c1ccc(Cl)c([N+](=O)[O-])c1	-8%	-37%	16%	-9%	1	-71%	5%	8%	3%	-4%	-0.1%
CC(C)(C)NC(=O)C(c1ccc(F)cc1)N(Cc1ccccc1Cl)C(=O)c1ccn[nH]1 (stereo unspecified)	8%	5%	-8%	2%	17	-13%	-3%	5%	-1%	-4%	1µM*
CC(N=C1NS(=O)(=O)c2ccccc21)C(=O)NCCCc1ccccc1 (stereo unspecified)	3%	-9%	0%	0%	1	-20%	-1%	0%	-2%	-1%	-0.3%
C[C@H](CO)N1C[C@H](C)[C@@H](CN(C)C(=O)Nc2ccc(C(F)(F)F)cc2)Oc2ccc(NS(=O)(=O)c3cn(C)cn3)cc2C1=O	1%	-11%	2%	-1%	nt	-4%	1%	4%	-16%	-3%	0.2%
COc1ccc(C2=NN(CCC(=O)NC3CCCCCC3)C(=O)CC2)cc1	-3%	-39%	-9%	1%	2	-3%	0%	3%	-4%	-7%	-0.5%
Cc1cccc(C(=O)Nc2ccccc2C(=O)NCc2ccco2)c1	0%	1%	-15%	-4%	?	-1%	-5%	0%	-14%	-1%	-0.4%
COc1ccc(C(=O)CC(=O)C(=O)Nc2ccc(C)cc2Cl)cc1	6%	8%	11%	-2%	2	-25%	-1%	-7%	-3%	0%	0.3%
CCOC(=O)c1ccc(NC(=O)CSC(=S)N2CCOCC2)cc1	-9%	-19%	2%	0%	20	-5%	-3%	0%	0%	-3%	0.2%
COc1ccc(C(=O)NCCS(=O)(=O)NCc2ccc(C)cc2)cc1	-1%	-15%	2%	-5%	15	-7%	4%	1%	7%	-1%	0.4%
COC(=O)c1[nH]c(C)c(/C(O)=C2\C(=O)C(=O)N(CCN3CCOCC3)C2c2ccc(C)o2)c1C (stereo unspecified)	-2%	5%	0%	-4%	-1	-3%	0%	1%	1%	-1%	0.0%
CCCCNC(=O)NNC(=O)c1ccc(F)cc1	0%	15%	-3%	1%	2	9%	1%	3%	0%	0%	-1.6%
